Screening results from PubChem.
APJ ag: APJ receptor agonism. P35414. CHO-K1 APJ PathHunter beta-arrestin, luminescence; 0% DMSO wells, 100% apelin. activation, % at 20 µM. 330,000 compounds, 0.11% hits. AID 2520;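 active = activation more than six SD over the plate average, tested at 20 µM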;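 also: 0% = DMSO alone and 100% = apelin-13 at 10 nM; some results filed as inactive read as strong as hits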
Target sequence (P35414 whole entry, looked up): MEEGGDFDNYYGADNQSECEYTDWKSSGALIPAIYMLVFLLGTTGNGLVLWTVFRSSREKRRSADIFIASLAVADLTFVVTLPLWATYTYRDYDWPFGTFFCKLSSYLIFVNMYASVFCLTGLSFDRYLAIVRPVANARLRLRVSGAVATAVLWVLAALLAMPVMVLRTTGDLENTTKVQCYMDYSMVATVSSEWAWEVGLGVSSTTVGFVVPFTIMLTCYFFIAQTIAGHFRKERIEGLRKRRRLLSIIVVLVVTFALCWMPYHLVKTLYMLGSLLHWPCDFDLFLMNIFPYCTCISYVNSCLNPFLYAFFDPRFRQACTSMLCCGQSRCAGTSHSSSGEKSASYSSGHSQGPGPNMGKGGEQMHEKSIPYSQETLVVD
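Assay system: engineered CHO-K1 APJ arrestin reporter cells; Amount: 1000 CHO-K1 reporter cells seeded per well; Dosing: one dose, 20 µM compound, 1% DMSO; Times: compound stimulation 90 min at 25 °C, detection 60 min; Measured by: luminescent beta-gal fragment complementation, chemiluminescent substrate; Read-out: APJ–arrestin association signal; Controls: DMSO vs Apelin-13 10 nM.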
Mdm2-MdmX inh: inhibitors of human Mdm2/MdmX interaction | O15151+Q00987 | SaOS-2 split-luciferase Mdm2/MdmX complementation, luminescence | inhibition, % at 8 µM | 330,000 compounds, 3% hits | AID 485346;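 active = inhibition of at least 50% at 8 µM in the primary screen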
APJ antagonist: antagonists of human APJ apelin receptor | CHO-K1 APJ beta-arrestin complementation, luminescence | P35414 | 330,000 compounds, 0.32% hits | AID 2521 | inhibition, % at 20 µM;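 active = inhibition above about 40% at 20 µM, limit read from the data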;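 also: cells challenged with 10 nM apelin-13 agonist together with compound; plate controls were apelin-13 plus DMSO wells for no effect and DMSO wells lacking apelin-13 for full effect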
XBP1 UPR activ: adaptive UPR (XBP1) activation; CHO-XBP1 luciferase reporter, IRE1-XBP1 UPR activation, luminescence; percent of tunicamycin response, DMSO as zero; activation, % at 20 µM; 330,000 compounds, 0.33% hits;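 active = versus positive control, 20 µM dose yields 30% or more activation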;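 also: 100% = tunicamycin at 10 µg/mL and 0% = DMSO only wells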
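Material – CHO cell line with stable XBP1 luciferase reporter · Buffer or medium – F12 plus 10% FBS · Compound – single point, 20 µM final compound, 1% DMSO · Schedule – 16-18 h cell attachment at 37 °C, then 6 h compound exposure · Signal – Steady-Glo luminescence read · Benchmarks – high control tunicamycin 10 µg/mL final, low control DMSO vehicle only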
tim23-1 inh: inhibits growth of tim23-1 mutant yeast. S. cerevisiae tim23-1 growth, BacTiter-Glo luminescence, 24 h. inhibition, % at 20 µM. 330,000 compounds, 1.3% hits. AID 463212;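 active = growth inhibition of the mutant yeast at or above 50%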;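 also: temperature-sensitive mutant grown at 25 °C; plate controls were DMSO-treated mutant yeast for no effect and medium wells lacking yeast for full effect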
TIM10 inh: growth inhibitors of TIM10 yeast strain; S. cerevisiae TIM10 strain growth, BacTiter-Glo luminescence, 24 h; inhibition, % at 10 µM; 330,000 compounds, 1.4% hits;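 active = inhibition of 40% or more at the single tested concentration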;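 also: wild-type TIM10 isogenic control strain grown at permissive 25 °C; 0% = DMSO yeast wells and 100% = minimal medium wells without yeast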
CXCR6 inh: CXCR6 (human) receptor inhibition; O00574; CHO-K1 PathHunter CXCR6 beta-arrestin, luminescence; inhibition, % at 20 µM; 360,000 compounds, 0.36% hits; AID 602244; in the data active = inhibition above about 34%, passing the limit was not always enough;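 also: antagonist mode with CXCL16 agonist at 10 nM final; 0% = 10 nM CXCL16 with DMSO and 100% = unstimulated wells without agonist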
Target sequence (O00574 whole entry, looked up): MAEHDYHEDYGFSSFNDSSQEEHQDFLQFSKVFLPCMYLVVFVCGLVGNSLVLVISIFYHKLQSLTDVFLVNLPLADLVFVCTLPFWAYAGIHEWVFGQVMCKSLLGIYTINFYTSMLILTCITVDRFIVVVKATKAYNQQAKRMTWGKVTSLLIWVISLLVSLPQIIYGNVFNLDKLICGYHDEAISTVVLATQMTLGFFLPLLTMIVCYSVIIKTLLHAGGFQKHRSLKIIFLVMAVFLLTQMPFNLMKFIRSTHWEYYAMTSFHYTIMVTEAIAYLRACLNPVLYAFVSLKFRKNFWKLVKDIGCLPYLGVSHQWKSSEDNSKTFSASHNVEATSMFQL
UPR CHOP act: activators of apoptotic arm of unfolded protein response (CHOP) | CHO-CHOP luciferase reporter, UPR activation, luminescence; percent of tunicamycin response over DMSO baseline | activation, % at 10 µM | 330,000 compounds, 0.34% hits | AID 449763;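 active = at 10 µM dose, activation of 40% or more, normalized to positive control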;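 also: 100% = tunicamycin at 10 µg/mL and 0% = DMSO alone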
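Material: CHO-CHOP cells, stable luciferase reporter of PERK-eIF2a-CHOP signalling; quantity: 500 reporter cells seeded per well; buffer or medium: F12 medium containing 10% fetal bovine serum; compound: one dose, 10 µM in 0.5% DMSO; incubation: 6 h compound treatment, 37 °C; measured by: Steady-Glo luciferase luminescence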
tim10-1 inh: growth inhibitors of tim10-1 mutant yeast; S. cerevisiae tim10-1 ts strain growth, BacTiter-Glo, 24 h; inhibition, % at 20 µM; 330,000 compounds, 2.2% hits; AID 463190;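 active = inhibition of at least 40%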;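 also: mutant grown at 25 °C; 0% = DMSO wells with yeast and 100% = wells holding no yeast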
* = called active by the depositor; nt = no result given. These rows are one share of the data; rates above refer to the full screens.

canonical_smiles	APJ ag	Mdm2-MdmX inh	APJ antagonist	XBP1 UPR activ	tim23-1 inh	TIM10 inh	CXCR6 inh	UPR CHOP act	tim10-1 inh
CCCCN(C(=O)c1cc(S(=O)(=O)N2CCCCCC2)ccc1OC)c1ccccc1	-1.6	27.8	0.4	-3.5	43.1	16.4	-1.1	1.7	36.8
O=C(Nc1ccncc1)c1c(Cl)cccc1Cl	-2.8	9.9	2.1	-5.5	10.9	-3.3	-3.1	-2.8	-1.4
CCCC(C)C(=O)Nc1ccncc1 (stereo not drawn)	-2.0	3.7	2.5	0.1	-0.3	-0.6	-0.7	0.4	5.6
COCCNC(=O)c1c[nH]c2ccc(S(=O)(=O)Nc3ccccc3F)cc2c1=O	1.3	-10.6	-11.3	-6.8	3.9	6.4	2.5	1.9	-9.3
C=C(C)C(=O)Nc1cccc(C2=NOC3(C2)C[C@H](C(N)=O)N(C(=O)c2ccccc2C(=O)c2ccccc2)C3)c1 (stereo partly drawn)	1.7	6.3	5.6	-1.1	-1.4	-5.1	0.3	0.3	3.2
COC(=O)CNC(=O)CSc1nc(N)cc(=O)[nH]1	-4.0	18.7	3.3	2.9	-5.4	3.0	-6.2	-2.5	2.6
O=C(O)CCCC(=O)N1N=C(c2ccccc2)CC1c1cccs1 (stereo not drawn)	-1.9	-13.3	-11.5	-3.8	-0.3	-5.7	-4.5	0.5	-4.2
CCCCc1c(O)nc2n(c1=O)CCS2	6.6	1.0	-7.9	1.2	26.1	-6.0	3.0	0.6	2.3
Cc1cc(S(=O)(=O)Nc2cccc(O)c2)c(C)s1	-2.4	8.4	-4.1	-3.2	6.6	6.4	-10.0	-0.4	3.2
CCN(CC)C(=O)CSc1ncnc2c1cnn2-c1ccccc1	-6.1	-31.1	-12.0	0.2	22.6	-2.0	-0.3	5.3	38.9
CCN(CC)c1ccc2oc(=O)c(C)nc2c1	7.9	11.1	-32.0	-2.1	4.4	-8.0	5.1	2.8	-10.7
Cn1c(=O)c(C(=O)NCCCc2ccccc2)c(O)c2ccccc21	-1.7	5.6	-8.8	-4.4	0.5	-21.0	0.1	-0.2	-18.3
N#Cc1ccccc1S(=O)(=O)N1CCNS(=O)(=O)c2ccccc21	nt	-10.3	nt	3.3	28.6	-11.8	-5.1	0.3	4.6
Cc1ccc(N(CC(=O)NCc2ccncc2)S(C)(=O)=O)cc1	-3.1	29.1	-13.1	1.1	9.7	0.8	2.8	-0.8	11.3
Cc1c(CCC(=O)NCCC(=O)O)c(=O)oc2cc3occ(-c4ccccc4)c3cc12	-2.6	1.5	12.5	-0.9	10.4	14.8	8.5	-3.2	-2.0
Cc1ccccc1NC(=S)N(C)CCc1ccccn1	0.0	-14.2	8.4	0.3	1.7	5.1	-3.1	-0.6	-0.6
COc1ccc(CCn2nnnc2C(c2ccc(C)cc2)N2CCN(C)CC2)cc1OC (stereo not drawn)	-1.3	-16.4	4.8	-1.9	11.4	12.9	-15.1	-0.3	-1.0
CN(C)CCCN1C(=O)C(=O)/C(=C(/O)c2ccncc2)C1c1ccccc1 (stereo not drawn)	-1.9	-22.7	3.3	-2.5	-4.6	-7.8	5.5	5.3	-5.0
Cc1ccc(S(=O)(=O)Nc2ccnc3ccccc23)cc1	1.3	0.1	-19.9	-3.2	1.2	-23.7	-2.7	0.3	12.0
CC(C)(C)Sc1nc(O)cc(=O)[nH]1	-3.0	2.1	-18.6	-3.9	-2.9	-3.6	-13.3	-0.6	-0.5
CC(C)CNC(=O)CSc1nnc(CN2CCCCCC2=O)n1-c1ccccn1	-1.2	-6.9	6.5	-2.8	2.9	7.6	2.6	0.0	-2.6
CCOC(=O)c1c(-c2ccc(F)cc2)csc1/N=C/N(C)C	-1.8	16.3	-8.2	-1.4	6.4	8.3	2.0	-0.6	21.6
O=C(NCN1CCN(c2ccccn2)CC1)c1cnccn1	1.9	-14.6	1.1	-9.7	4.5	-7.6	-2.5	0.3	14.8
O=C1c2ccccc2C(O)N1Cc1ccccc1Cl (stereo not drawn)	-0.7	-18.4	8.8	-1.6	-8.5	3.2	1.5	-1.5	21.9
COc1ccc(CN2CC(C(=O)NCCCN3CCCC(C)C3)CC2=O)cc1 (stereo not drawn)	-4.3	6.4	-3.1	-3.0	-7.2	-3.1	-14.0	1.6	-4.1

Part of the list above, with two lines to a compound:
Under each structure: APJ ag | Mdm2-MdmX inh | APJ antagonist | XBP1 UPR activ | tim23-1 inh | TIM10 inh | CXCR6 inh | UPR CHOP act | tim10-1 inh
O=C(O)CCCC(=O)N1N=C(c2ccccc2)CC1c1cccs1 (stereo not drawn)
→ -1.9 | -13.3 | -11.5 | -3.8 | -0.3 | -5.7 | -4.5 | 0.5 | -4.2
CCCCc1c(O)nc2n(c1=O)CCS2
→ 6.6 | 1.0 | -7.9 | 1.2 | 26.1 | -6.0 | 3.0 | 0.6 | 2.3

(list continues)
canonical_smiles	APJ ag	Mdm2-MdmX inh	APJ antagonist	XBP1 UPR activ	tim23-1 inh	TIM10 inh	CXCR6 inh	UPR CHOP act	tim10-1 inh
CC(C)Cn1cnc2c1c(=O)n(CC(=O)O)c(=O)n2Cc1ccccc1	-1.1	-7.6	12.0	-0.4	3.9	8.4	-14.0	0.7	-5.8
CCN(CCCNC(=O)CCn1c(=S)[nH]c2cc3c(cc2c1=O)OCO3)c1cccc(C)c1	-2.8	57.3*	20.4	14.6	9.1	4.1	9.5	0.1	10.5
CC(=O)Nc1ccc(NC(=O)C2CCCN(C(=O)c3ccc(Cl)cc3)C2)cc1 (stereo not drawn)	1.0	7.6	11.8	-1.8	7.2	-12.6	6.6	-0.9	14.5
Cc1nc2sc(C(c3ccccc3)N3CCN(CCO)CC3)c(O)n2n1 (stereo not drawn)	-4.2	2.4	-6.4	3.4	1.2	3.3	-3.6	-2.1	-1.1
CCc1ccc(NC(=O)N(CCCN2CCOCC2)C(C)c2cc3cccc(OC)c3o2)cc1 (stereo not drawn)	-1.9	-9.4	-13.8	-2.5	27.6	20.2	2.7	-1.1	23.8
O=C(CNC(=O)c1cc(S(=O)(=O)N2CCCCC2)ccc1N1CCOCC1)Nc1ccc(F)c(F)c1	-2.9	18.8	25.8	-0.7	-20.2	-8.7	0.3	0.4	-10.7
O=c1cc(OCc2ccccc2)cc[nH]1	-3.5	-1.1	-2.0	-1.8	-2.7	5.1	-5.2	0.4	-0.6
COc1ccc(S(=O)(=O)NCC2CCCN(C(=O)c3cccs3)C2)cc1 (stereo not drawn)	-3.8	4.1	-11.9	8.6	-14.2	-35.1	0.5	0.7	-36.2
O=C(NCC1CCCO1)C1CCN(S(=O)(=O)N2CCCC2)CC1 (stereo not drawn)	-0.6	-0.4	-6.5	-0.3	-1.5	-9.9	-2.3	-0.7	-1.9
COc1ccccc1N(CC(O)CN1CCCC1)S(=O)(=O)c1ccccc1 (stereo not drawn)	-1.9	2.1	11.6	-6.4	10.8	-8.6	4.7	2.3	8.0
CCN(CC)CCCN(Cc1cc2cc3c(cc2[nH]c1=O)OCO3)C(=S)NCCCOC	-2.6	20.6	-1.6	-4.2	8.8	4.0	1.7	-0.8	-3.6
CN(C)c1ccc(C(=O)Nc2nnc(C3=COCCO3)o2)cc1	-0.5	9.0	-20.7	0.6	11.3	9.1	2.1	8.2	8.0
Cc1ccc(NC(=O)N(Cc2ccc3c(c2)OCO3)Cc2cc3cc4c(cc3[nH]c2=O)OCCO4)cc1	-4.6	21.9	-0.4	0.7	-0.8	7.1	1.4	4.2	16.0
O=C(CCSCc1ccccc1Cl)NC1CCCC1	2.5	-8.6	2.5	0.6	16.7	-12.2	3.0	3.0	27.1
CCOc1ccc(C(=O)Nc2nnc(NC(=S)Nc3ccccc3)s2)cc1	-3.7	23.9	29.7	25.4	-23.2	4.0	7.3	2.3	14.4
Oc1cccc(/C=N/n2c(C3CCCCC3)n[nH]c2=S)c1	-4.7	3.6	-6.0	3.1	25.6	9.1	15.7	-1.0	31.8
COc1ccc(Cc2noc(CN3CCC(c4ccncc4)CC3)n2)cc1OC	1.9	2.2	-2.1	2.9	16.7	-12.1	8.3	0.4	5.2
CCCc1nc(-c2cc3ccc(C)cc3[nH]c2=O)no1	-1.9	-10.4	5.9	2.6	5.3	7.9	2.2	1.3	23.1
CCN(CC)C(=O)Oc1ccc(OC(=O)N(CC)CC)cc1	-1.6	-45.3	-7.4	-2.4	33.5	26.4	10.1	1.9	32.3
O=C(NC(=S)N(CCO)Cc1ccccc1)c1cc(Br)ccc1Cl	-4.5	-9.7	14.8	1.4	22.5	16.0	5.9	-0.9	13.0
Cc1nn(C)c(C)c1C1C(C#N)=C(N)OC2=C1C(=O)CCC2 (stereo not drawn)	-2.2	-19.8	-17.5	0.7	7.6	8.0	-10.5	1.5	3.3
COc1ccc(/C=C2\CCn3c2nc2cc(C(=O)O)ccc2c3=O)cc1OC	-3.9	5.8	7.8	-0.3	6.7	4.2	0.2	3.9	-9.4
COc1ccc(/C=C(/NC(=O)c2ccccc2)C(=O)NCc2ccco2)cc1	-0.3	22.7	7.5	-1.7	-9.9	4.7	5.0	-0.2	-25.1
CSc1ccc(C#N)cc1NC(=O)c1ccc(Cl)nc1	-3.5	-14.6	17.1	1.0	-2.6	20.2	-12.8	-0.9	3.3
CC(C)OC(=O)Cn1c(-c2ccccc2)c(-c2ccccc2)nnc1=O	1.8	13.5	-29.6	-4.4	22.4	9.6	-7.3	4.7	10.6

Looked up above.
Reading for O=c1cc(OCc2ccccc2)cc[nH]1 under APJ ag: -3.5
Reading for COc1ccc(/C=C2\CCn3c2nc2cc(C(=O)O)ccc2c3=O)cc1OC under UPR CHOP act: 3.9

The list continues.
canonical_smiles	APJ ag	Mdm2-MdmX inh	APJ antagonist	XBP1 UPR activ	tim23-1 inh	TIM10 inh	CXCR6 inh	UPR CHOP act	tim10-1 inh
Cc1cccc(NC(=O)c2cccc3c2-c2ccccc2C3=O)n1	-2.5	-2.9	4.2	-3.2	8.4	20.5	5.9	-2.1	9.6
COC1=CCC2([N+](=O)[O-])CN(CCO)CC1([N+](=O)[O-])C2 (stereo not drawn)	-2.9	11.9	-5.4	-2.9	1.6	5.0	-4.7	-0.5	-5.3
Cn1c(CN2CCCCC2)nc2cc(NC(=O)c3ccccc3Cl)ccc21	-6.0	-6.0	-4.4	-1.0	-3.9	5.8	4.9	-0.8	10.6
O=C(O)C1CCCN1S(=O)(=O)c1ccc(Br)cc1 (stereo not drawn)	-2.7	-5.5	9.9	-0.9	11.3	-20.3	1.8	-2.4	-6.0
COC(=O)[C@@H]1C[C@@H]2CC[C@@H](O)C[C@@H]2N1Cc1ccccc1OS(=O)(=O)c1ccc(C)cc1	-5.9	16.0	-9.6	-0.3	-9.4	-12.0	-2.8	-0.8	15.9
CC1C(=O)N2CCCc3cc(S(=O)(=O)NCc4ccc(Cl)cc4)cc1c32 (stereo not drawn)	-1.9	28.5	7.2	-2.3	17.3	4.1	-4.8	0.9	27.6
